14-3-3 Bad PPI – disrupts binding of bovine 14-3-3 zeta to phospho-Bad peptide. 220,000 tested, 0.71% active. TR-FRET 14-3-3zeta/Dy647-pBad peptide displacement, 1 h. inhibition, % at 21.7 µM;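 active = inhibition above about 70%, limit read from the data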;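 note: 0% = full 14-3-3 plus peptide FRET controls and 100% = background without 14-3-3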
NCF1 inh – blocks human p47phox regulatory protein of NADPH oxidases; inhibition, % at 24.7 µM; p47phox/p22phox peptide binding, fluorescence polarization, 2 h; P14598; 220,000 tested, 0.53% active;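 active = inhibition above about 30%, limit read from the data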;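 note: 0% = p47phox with labelled peptide and 100% = labelled peptide alone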
Hck Nef HTS – inhibitors of human Hck kinase activated by Nef | P08631 | Recombinant Hck-YEEI plus Nef, Z-Lyte FRET kinase assay | inhibition, % at 20 µM | 220,000 tested, 0.68% active | AID 463187;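 active = Hck-Nef kinase inhibition above about 50%, limit read from the data; inactive = inhibition below that limit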;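 note: 0% = DMSO with Hck plus Nef and 100% = Hck alone without Nef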
Target sequence (P08631 whole entry, looked up): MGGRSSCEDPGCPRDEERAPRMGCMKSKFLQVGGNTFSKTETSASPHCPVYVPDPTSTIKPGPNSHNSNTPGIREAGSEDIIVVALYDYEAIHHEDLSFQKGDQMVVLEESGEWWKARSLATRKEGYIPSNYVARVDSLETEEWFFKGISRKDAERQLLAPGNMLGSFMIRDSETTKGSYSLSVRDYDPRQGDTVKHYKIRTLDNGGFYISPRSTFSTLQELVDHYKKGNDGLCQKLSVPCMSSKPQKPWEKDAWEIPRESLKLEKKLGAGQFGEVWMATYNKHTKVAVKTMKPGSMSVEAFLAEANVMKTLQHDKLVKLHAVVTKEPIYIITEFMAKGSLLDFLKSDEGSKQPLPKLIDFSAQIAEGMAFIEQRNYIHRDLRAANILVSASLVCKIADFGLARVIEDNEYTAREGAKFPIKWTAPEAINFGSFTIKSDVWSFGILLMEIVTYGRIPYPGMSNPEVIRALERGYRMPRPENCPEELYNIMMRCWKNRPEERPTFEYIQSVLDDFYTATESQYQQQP
Runt-CBFb FRET – inhibitors of human RUNX1 Runt domain binding to CBFb. Q01196+Q13951. inhibition, % at 20 µM. 220,000 tested, 0.46% active. Cerulean-Runt/Venus-CBFb FRET ratio 530/480, 1 h;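 active = inhibition over about 50% at 20 µM in the single-dose screen, limit read from the data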;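 note: 0% = DMSO wells and 100% = excess unlabeled CBFb competitor control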
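System: Cerulean-labeled Runt domain protein | Quantity: 100 nM of each labeled protein | Schedule: 1 h compound exposure, room temperature | Detection: Fluorescence energy transfer, 422 nm excitation, 530/480 nm emission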
Mdm2 ligase inh – inhibitors of human Mdm2 E3 ubiquitin ligase. cell-based MDM2 ubiquitination luciferase reporter, 2 h; 0 = plate control, 100 = twice control, blank-subtracted. signal enhancement, % at 5 µM. 210,000 tested, 0.11% active;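 active = signal enhancement of 30% or more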;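 note: luminescence tracks abundance of the self-degrading MDM2-luciferase fusion protein; higher signal means inhibition of MDM2 E3 ligase activity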
Target sequence (Q00987 whole entry, looked up, the tested form may be a part): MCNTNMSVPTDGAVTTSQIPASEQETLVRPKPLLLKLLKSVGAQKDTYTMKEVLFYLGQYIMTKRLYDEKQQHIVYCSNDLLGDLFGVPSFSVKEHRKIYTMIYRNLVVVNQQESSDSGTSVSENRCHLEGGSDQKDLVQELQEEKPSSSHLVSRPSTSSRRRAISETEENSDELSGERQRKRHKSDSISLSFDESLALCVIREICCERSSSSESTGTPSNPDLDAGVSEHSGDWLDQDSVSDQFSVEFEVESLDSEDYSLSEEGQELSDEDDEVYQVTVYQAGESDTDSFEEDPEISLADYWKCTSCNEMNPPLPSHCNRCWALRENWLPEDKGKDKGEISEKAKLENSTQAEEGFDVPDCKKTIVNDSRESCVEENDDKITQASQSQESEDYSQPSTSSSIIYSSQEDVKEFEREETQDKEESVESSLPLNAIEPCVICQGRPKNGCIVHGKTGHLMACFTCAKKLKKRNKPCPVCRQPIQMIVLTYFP
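Material: stable MDM2–luciferase fusion reporter cells / Quantity: 2000 cells/well / Dosing: single 5 µM compound dose, 0.2% final DMSO / Buffer or medium: DMEM / Schedule: 4 h cell settling then 2 h compound exposure, 37 °C / Detection: luminescence with SteadyLite reagent, 15 min at room temperature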
EBV gp42 inh – inhibitors of Epstein-Barr virus glycoprotein 42; Q1HVG2; Fluorescence polarization binding assay, mP read-out; inhibition, % (tested at 21.74 µM); 220,000 tested, 0.42% active; AID 1085; in the data active = inhibition above about 50%
Runt-SMMHC FRET – inhibitors of human RUNX1 Runt domain binding to CBFb-SMMHC. Q01196+Q13951. Cerulean-Runt/Venus-CBFb-SMMHC FRET ratio 530/480, 1 h. inhibition, % at 20 µM. 220,000 tested, 0.74% active. AID 1434;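 active = mean inhibition across duplicate retests at 20 µM reaching about 50%, limit read from the data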;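 note: 0% = DMSO wells and 100% = wells with excess untagged CBFb-SMMHC; inhibitors lower the FRET ratio by blocking Runt binding to CBFb-SMMHC; some results filed as inactive read as strong as hits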
L929 necroptosis – blocks zVAD induced death of L929 cells | 220,000 tested, 0.38% active | viability rescue, % at 10 µM | L929 zVAD necroptosis rescue, ATP luminescence, 24 h; with zVAD 60 µM;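 active = activation, scaled between plate controls, above about 75%, limit read from the data; inactive = activation under that limit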;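 note: 0% = zVAD with DMSO and 100% = DMSO alone without zVAD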
Tb hexokinase – blocks Trypanosoma brucei hexokinase 1 activity | recombinant TbHK1, G6PDH-coupled NADH A340 | inhibition, % at 10 µM | 220,000 tested, 0.11% active | AID 1430;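 active = inhibition of 50% or more in the single-dose primary screen; inactive = inhibition below 50%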
Active calls of the source: *; . = not tested or not shown; [ ] = another dose, or the depositor's remark.

SMILES | 14-3-3 Bad PPI | NCF1 inh | Hck Nef HTS | Runt-CBFb FRET | Mdm2 ligase inh | EBV gp42 inh | Runt-SMMHC FRET | L929 necroptosis | Tb hexokinase
CCCCC1=CC2=CC(=O)C(C)(OC(=O)c3cnc4ccccc4n3)C(=O)C2=CO1 (configuration not stated) | 0 | 4 | 65* | -26 | 15 | 23 | -47 | -0.3 | -15
O=C(CC(=O)c1ccccc1O)c1cccc(F)c1 | -2 | 0 | 2 | 1 | -12 | 0 | 5 | 0.3 | -11
C=C(C)c1cccc(C(C)(C)NC(=O)Nc2cc(C)ccn2)c1 | 0 | 2 | 1 | -2 | -11 | -2 | 1 | 2.8 | 7
Cc1noc(/C=C/N(C)C)c1S(=O)(=O)N1CCCC(C(=O)NCc2ccccc2Cl)C1 (configuration not stated) | -3[fluorescence artefact?] | -6 | 3 | -2 | -8 | 2 | 0 | 0.0 | -25
O=C(O)CCCC(=O)N1CCc2cc(S(=O)(=O)N3CCc4ccccc43)ccc21 | 1 | -9 | 2 | 1 | -1 | -11 | 1 | -0.4 | -8
O=C(CSC(=S)N1CCCCC1)Nc1nc(-c2ccccc2)c(-c2ccccc2)o1 | -7 | -26 | -1 | 0 | 17 | -10 | 4 | 0.4 | 2
O=[N+]([O-])c1ccc(C(O)C(CO)NC(=S)Nc2ccccc2)cc1 (configuration not stated) | 0 | -4 | 7 | -1 | -8 | -6 | -2 | 1.2 | -2
CCc1ccc(Nc2ncc3c(n2)CC(c2ccco2)CC3=O)cc1 (configuration not stated) | 3 | -1 | 8 | 32 | 4 | -21 | 21 | 3.1 | 36
CC1CCc2c(sc(N)c2C(=O)OC(C)C)C1 (configuration not stated) | 3 | -15 | -25 | 3 | -20 | -17 | -2 | -0.4 | 8
O=C(/C=C/c1ccc(Br)cc1)Nc1ccc(S(=O)(=O)Nc2ncccn2)cc1 | -6 | -10 | 22 | -1 | -8 | -16 | 3 | 2.0 | -12
COc1ccc(N2CCN(C(=O)c3sc4nc(-c5ccc(F)cc5)cn4c3C)CC2)cc1 | . | . | 1 | 0 | . | . | -3 | 2.5 | 0
CCOC(=O)C(O)(CC(=O)c1ccc(Cl)cc1)C(=O)OCC | 1 | 4 | 12 | 2 | -14 | -9 | 0 | 0.9 | -3
CC1CCN(c2nc3c(c(=O)n(C)c(=O)n3C)n2CCSc2nc3ccccc3s2)CC1 | -11 | -4 | 1 | -2 | -4 | 0 | -5 | -0.1 | -2
Cc1ccc(NC(=O)CN2C(=O)N/C(=C/c3ccco3)C2=O)cc1 | 4[fluorescence artefact?] | 3 | 6 | -2 | -9 | 6 | -27 | -0.1 | -3
Cc1cc(C)c(NC(=O)CO/N=C2\CCCc3nonc32)c(C)c1 | 11 | 1 | 2 | 0 | -34 | -19 | 3 | 1.0 | -3
Cc1cc(C(=O)NC(=S)Nc2cccc(C(=O)O)c2C)ccc1[N+](=O)[O-] | -18 | -9 | 22 | 3 | 0 | -19 | 2 | 1.2 | 0
Cn1cnnc1Sc1ccc(S(C)(=O)=O)cc1[N+](=O)[O-] | -2 | -16 | 18 | -1 | -13 | -18 | -1 | 4.0 | -7
Cn1c(/C(C#N)=C/C2CC=CCC2)nc2ccccc21 (configuration not stated) | 1 | -3 | 3 | 1 | -4 | 8 | 6 | -0.3 | -2
Cc1sc2nc(CN3CCCCC3)nc(Cl)c2c1C | 5 | -3 | 1 | -1 | -21 | -1 | 0 | -0.7 | 4
COc1cc(C(=O)NNC(=O)NC2CCCCC2)cc(OC)c1OC | 4 | -3 | 0 | -1 | -21 | -25 | 0 | -0.2 | 1
CCOc1ccc(N2CC(O)Cn3c2nc2c3c(=O)n(CCCc3ccccc3)c(=O)n2C)cc1 (configuration not stated) | -4 | -8 | -1 | -1 | -10 | -12 | 1 | 1.0 | -1
O=C(Nc1cccc(Cl)c1)c1cc([N+](=O)[O-])ccc1N1CCN(CCO)CC1 | -2 | -11 | 25 | 0 | -8 | -8 | -2 | 0.0 | -14
C/C(=N\NC(=O)c1cccnc1)c1cccc([N+](=O)[O-])c1 | -1 | -10 | -6 | -2 | 0 | 2 | 5 | 1.6 | -5
Cc1cc(-c2nnc(-c3cccc(C(F)(F)F)c3)o2)no1 | 2 | -5 | -2 | -3 | -5 | -6 | -1 | -0.4 | -3
O=C(Cc1ccccc1)Nc1ccc(NC(=O)c2cccs2)c(Cl)c1 | -3[fluorescence artefact?] | -4 | 2 | 1 | -6 | 1 | 3 | 0.5 | 0

Continuation:
SMILES | 14-3-3 Bad PPI | NCF1 inh | Hck Nef HTS | Runt-CBFb FRET | Mdm2 ligase inh | EBV gp42 inh | Runt-SMMHC FRET | L929 necroptosis | Tb hexokinase
Cc1nnc(NC(=O)CSc2nccn2-c2ccc(F)cc2)s1 | 10 | 7 | 18 | 0 | -13 | 1 | 1 | 0.9 | 17
CCOC(=O)c1sc2cccc(Cl)c2c1N | -8[fluorescence artefact?] | -4 | 10 | 0 | 2 | 7 | 4 | 0.3 | 0
Brc1ccc(/C=N/Nc2ccccc2)cc1 | 0[fluorescence artefact?] | -15 | 2 | 0 | 11 | 3 | 5 | 0.2 | -13
COc1ccc(Nc2nc(N)c([N+](=O)[O-])c(NCCO)n2)cc1 | 1 | -2 | 46 | -1 | -9 | -2 | -1 | 0.4 | -45
Cc1nnc(SCC(=O)N2c3ccccc3C(C)(c3ccc(Cl)cc3)CC2(C)C)s1 (configuration not stated) | 14 | 2 | 0 | -3 | . | -9 | -2 | 0.6 | -3
Cc1nc2c(C(=O)O)cnn2c(C)c1Cc1ccccc1F | 9[fluorescence artefact?] | -13 | . | 0 | -16 | -19 | -4 | . | .
CCOC(=O)N1CCN(C(=O)C2CC(=O)N(Cc3ccc(OC)cc3)C2)CC1 (configuration not stated) | 19 | -3 | 2 | 0 | -9 | -12 | 0 | 0.3 | -1
O=S(=O)(Nc1ccc2c(c1)OCCO2)c1cccc2cccnc12 | 1 | -3 | 2 | 1 | -3 | 99* | 0 | 0.0 | -1
Cc1cc(-c2ccccc2)c(C#N)c(SCC(N)=O)n1 | 12 | 1 | 0 | -1 | -16 | -2 | -2 | 1.1 | 7
CC(=O)Nc1ccc(NC(=O)CSc2ncnn2-c2ccccc2)cc1 | 8 | -17 | -1 | -2 | . | 5 | -2 | -0.3 | 1
CCN1C(=O)/C(=C/N(C(C)=O)c2ccccc2)N(c2ccccc2)C1=S | -5 | -12 | 1 | -1 | -23 | -5 | 2 | -1.4 | -32
CCN(CCCNC(=O)C1CCN(S(=O)(=O)N2CCC3(CC2)OCCO3)CC1)c1ccccc1 | -16 | -13 | 1 | -2 | -10 | -17 | 0 | -0.2 | -2
CCOc1ccc(NC(=O)C2C(C(=O)O)C3(Cl)C(Cl)=C(Cl)C2(Cl)C3(Cl)Cl)cc1 (configuration not stated) | -12 | -7 | 25 | 1 | -6 | -14 | 1 | -0.7 | -1
COc1ccc(NC(=O)N2CCN(C(=O)C(Cc3ccc(F)cc3)NC(C)=O)CC2)cc1 (configuration not stated) | -9 | -5 | 20 | 1 | -5 | -21 | -2 | 36 | -6
COc1ccccc1N(CC(O)COc1ccc(C)cc1)S(=O)(=O)c1ccccc1 (configuration not stated) | 3 | -15 | 2 | -2 | -5 | -15 | -1 | -1.0 | -3
Cc1onc(-c2ccccc2Cl)c1C(=O)NNC(=O)c1nn(C)cc1Cl | -3 | -14 | 1 | 2 | . | -1 | 2 | -0.1 | -1
Cc1cc2nnc(SCc3ccccc3)n2c(N)n1 | -3 | -9 | 10 | 0 | -6 | -1 | 2 | 3.9 | 33
NC(=O)COC(=O)c1cccc2c1-c1ccccc1C2=O | -4 | -8 | 33 | 0 | -7 | -8 | 0 | 0.1 | -1
O=C(NC(=S)Nc1cc([N+](=O)[O-])ccc1O)c1cccnc1 | -6 | 1 | 27 | 3 | -17 | -10 | -2 | 1.2 | -7
CC(C)CNC(=O)COc1ccccc1[N+](=O)[O-] | 5 | -10 | 2 | -2 | -9 | 3 | 1 | 0.5 | -9
COc1ccccc1CN(C)CC(=O)Nc1ccccc1-c1ccccc1 | -27 | -11 | -1 | -4 | -10 | -3 | -3 | -0.3 | -1
Cc1ccc(Nc2nnc(SC(C)C(=O)Nc3c(C)n(C)n(-c4ccccc4)c3=O)s2)cc1 (configuration not stated) | -7 | -10 | 3 | -1 | -7 | -12 | -3 | 0.9 | -7
COc1ccc(CN2C(=O)c3cccnc3C2Nc2cc(Cl)ccc2OC)cc1 (configuration not stated) | 96*[fluorescence artefact?] | -2 | 0 | -7 | -30 | -5 | -28 | -0.7 | -11
COc1cccc(NC(=S)N(CCc2c(C)[nH]c3ccccc23)Cc2ccco2)c1 | 0 | -9 | 4 | 2 | . | 0 | 3 | . | -7
COC(=O)c1cc(Br)c(=O)n(Cc2ccc(C(=O)O)cc2)c1 | 12[fluorescence artefact?] | -7 | 0 | -1 | -1 | -8 | -1 | -0.1 | -2

(more compounds)
SMILES | 14-3-3 Bad PPI | NCF1 inh | Hck Nef HTS | Runt-CBFb FRET | Mdm2 ligase inh | EBV gp42 inh | Runt-SMMHC FRET | L929 necroptosis | Tb hexokinase
Cc1noc(C)c1C(=O)N1CCN(c2ncccn2)CC1 | 12[fluorescence artefact?] | -3 | 1 | -1 | -4 | -4 | 1 | -0.1 | -4
O=c1[nH]c(CSc2nnc(-c3cccnc3)n2C2CCCCC2)nc2ccccc12 | 2[fluorescence artefact?] | -10 | 2 | 1 | -22 | -13 | 0 | -0.5 | -2
CC(=O)N1CCc2cc(S(=O)(=O)CCC(=O)Nc3ccc4c(c3)OCCO4)ccc21 | 6[fluorescence artefact?] | 26 | -1 | 0 | -3 | -9 | 0 | 5.1 | 0
O=C(/C=C/c1ccccc1)N1CCN(c2cccc(Cl)n2)CC1 | -4 | -1 | 0 | -2 | -12 | -3 | -12 | 0.8 | -4
NNC(=O)CNC(=O)CNS(=O)(=O)c1ccccc1 | -2 | -6 | 16 | 2 | 2 | -10 | 0 | 1.8 | 3
Oc1cccc(/C=N/NC(=S)Nc2cccnc2)c1O | -7 | -8 | 4 | 8 | -7 | -1 | -2 | 0.9 | 6
c1csc(-c2noc(CN3CCc4sccc4C3)n2)c1 | -4 | -7 | 17 | -1 | -5 | 10 | -2 | 0.4 | -5
COc1ccc(/C=N/NC(=O)c2cccc(Br)c2)cc1CSc1ccccn1 | 2 | -30 | -11 | 1 | 8 | -18 | 2 | 0.9 | -19
Cc1cc(OCCN2CCCCC2)nc2ccccc12 | . | -15 | 0 | -2 | 2 | -27 | -1 | 0.4 | 3
CCOC(=O)N1CCC(n2c(SCC(=O)N3CCCC3)nc3ccccc3c2=O)CC1 | 0 | -1 | 0 | . | 11 | -14 | 2 | -0.5 | -13
CC(C)c1nc(SCC(=O)NCc2ccccc2)n[nH]1 | 4 | -9 | 0 | -1 | -12 | -31 | 2 | 1.1 | -6

Filtered by structure: those above containing an NH in an aromatic ring (three)
SMILES | 14-3-3 Bad PPI | NCF1 inh | Hck Nef HTS | Runt-CBFb FRET | Mdm2 ligase inh | EBV gp42 inh | Runt-SMMHC FRET | L929 necroptosis | Tb hexokinase
COc1cccc(NC(=S)N(CCc2c(C)[nH]c3ccccc23)Cc2ccco2)c1 | 0 | -9 | 4 | 2 | . | 0 | 3 | . | -7
O=c1[nH]c(CSc2nnc(-c3cccnc3)n2C2CCCCC2)nc2ccccc12 | 2[fluorescence artefact?] | -10 | 2 | 1 | -22 | -13 | 0 | -0.5 | -2
CC(C)c1nc(SCC(=O)NCc2ccccc2)n[nH]1 | 4 | -9 | 0 | -1 | -12 | -31 | 2 | 1.1 | -6

Screening data (PubChem)
